# SENP6 inh – inhibitors of human SENP6 protease; Q9GZR1; hit rate 1.8% among 330,000; AID 2599; Recombinant SENP6 catalytic domain, aminoluciferin luminescence; inhibition, % at 10 µM;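 active = inhibition above about 50% at the single tested dose, limit read from the data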;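 note: plate controls were DMSO wells with enzyme for no effect and DMSO wells lacking enzyme for full effect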
# MPTP inh – permeability transition pore inhibition | AID 602449 | isolated mouse mitochondria, Ca2+ swelling absorbance, 30 min | hit rate 1.4% among 360,000 | inhibition, % at 10 µM;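 active = inhibition of 50% or more, scaled per plate between neutral and stimulator controls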;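 note: 0% = DMSO wells given calcium and 100% = 1 mM EGTA wells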
# NR3A LBD binder – modulators (binders) of human NR3A ligand-binding domain; Tm shift relative to glycine control, % at 25 µM; AID 1259313; NR3A LBD differential scanning fluorimetry, Tm shift; 0% = protein alone, 100% = glycine-bound protein; hit rate 2.5% among 340,000;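 active = melting temperature shift of at least 10% of the positive control shift, at one fixed dose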
# hIAP activ – increases human intestinal alkaline phosphatase activity; P09923; purified human IAP, CDP-Star luminescence, 30 min; active compounds read high; 1 = vehicle-only enzyme, 0 = enzyme-free background; activation factor at 10 µM; hit rate 0.16% among 330,000; AID 2524;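 active = activation factor of the enzyme at least 2-fold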; note: the source names both 10 and 20 µM as test concentration; values of inactives mirror those of a sister screen read the other way
# Target sequence (P09923 whole entry, looked up): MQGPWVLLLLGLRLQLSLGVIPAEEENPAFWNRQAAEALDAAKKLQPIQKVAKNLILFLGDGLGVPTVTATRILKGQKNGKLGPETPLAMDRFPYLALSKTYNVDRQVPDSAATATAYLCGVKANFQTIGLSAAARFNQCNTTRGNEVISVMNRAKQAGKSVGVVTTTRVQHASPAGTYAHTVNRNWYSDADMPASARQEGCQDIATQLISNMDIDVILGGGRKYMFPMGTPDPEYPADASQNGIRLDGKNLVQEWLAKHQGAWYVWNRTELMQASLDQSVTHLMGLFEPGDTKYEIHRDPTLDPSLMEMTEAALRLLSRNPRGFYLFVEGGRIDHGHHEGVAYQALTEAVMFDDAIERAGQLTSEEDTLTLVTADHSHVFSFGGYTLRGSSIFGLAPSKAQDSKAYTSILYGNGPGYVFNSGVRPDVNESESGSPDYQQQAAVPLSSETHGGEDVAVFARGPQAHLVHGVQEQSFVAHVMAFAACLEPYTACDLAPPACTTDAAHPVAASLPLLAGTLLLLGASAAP
# SENP8 inh – inhibitors of human SENP8 protease; recombinant SENP8, Nedd8 substrate fluorescence; inhibition, % at 20 µM; Q96LD8; AID 602440; hit rate 0.64% among 360,000; in the data active = inhibition mostly above about 40%, no sharp cut-off; inactive = mostly below about 27%
# Target sequence (Q96LD8 whole entry, looked up): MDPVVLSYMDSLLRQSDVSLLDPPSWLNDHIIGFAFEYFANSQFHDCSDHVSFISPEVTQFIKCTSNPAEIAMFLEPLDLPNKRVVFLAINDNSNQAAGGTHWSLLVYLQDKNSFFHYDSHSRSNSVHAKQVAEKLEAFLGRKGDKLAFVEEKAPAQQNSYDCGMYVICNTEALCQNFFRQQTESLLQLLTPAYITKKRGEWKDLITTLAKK
# ATG4B inhibitor – inhibitors of human ATG4B cysteine protease | inhibition, % at 8.33 µM | hit rate 0.51% among 340,000 | Q9Y4P1 | ATG4B cleavage of LC3-PLA2, NBD-HPC fluorescence, 1 h; in the data active = inhibition above about 40%
# PfGluPho inh – PfG6PD (Plasmodium falciparum) enzyme inhibition; PfGluPho enzyme, NADPH resazurin-diaphorase fluorescence; inhibition, % at 20 µM; hit rate 0.78% among 350,000; AID 504690;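 active = inhibition reaching at least a set limit at 20 µM in the primary screen, cut at about 59% in these data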;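 note: 0% = DMSO wells with substrate and 100% = DMSO wells lacking glucose-6-phosphate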
# SENP1 FRET inh – inhibitors of human SENP1 SUMO protease catalytic domain. recombinant SENP1 catalytic domain, CyPet-SUMO1-YPet FRET cleavage. AID 624204. hit rate 0.21% among 360,000. Q9P0U3. inhibition, % at 10 µM;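 active = inhibition at least 30% at 10 µM, raw YFP signal under a set limit, fluorescence ratio 0.5 to 1.5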;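 note: 0% = enzyme with DMSO and 100% = no enzyme wells; some results filed as inactive read as strong as hits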
# Target sequence (Q9P0U3 419-644 limits assumed): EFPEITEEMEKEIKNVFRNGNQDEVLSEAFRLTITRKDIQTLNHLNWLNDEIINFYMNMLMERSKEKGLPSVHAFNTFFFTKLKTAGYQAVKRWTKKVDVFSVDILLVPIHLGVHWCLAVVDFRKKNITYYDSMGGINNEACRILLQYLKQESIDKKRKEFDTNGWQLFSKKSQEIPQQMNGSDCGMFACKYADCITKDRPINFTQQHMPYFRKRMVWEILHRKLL
#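 Assay system – human recombinant His6-tagged SENP1 catalytic domain enzyme · Input – SENP1 enzyme, 20 pM final · Buffer or medium – Tris pH 8 buffer plus EDTA, NaCl, BME, BSA, NP40, catalase · Schedule – 50 min reaction at room temperature · Technique – FRET read of cyan and yellow fluorescence · Control set – no-enzyme wells low, DMSO-plus-enzyme wells high control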
# * hit, by the source's call; i = inactive; x = no result given.
SMILES,SENP6 inh,MPTP inh,NR3A LBD binder,hIAP activ,SENP8 inh,ATG4B inhibitor,PfGluPho inh,SENP1 FRET inh
Cc1ccc(NC(=O)c2cc(S(=O)(=O)N3CCOCC3)cn2C)cc1F,8,0.0,5,0.96,5,-12,17,2
COc1cccc(/C=C/C(=O)OCCN2C(=O)c3ccccc3C2=O)c1,-40,-1.2,0,0.94,-11,6,0,1
Cc1cc(C)c(NC(=S)N(CCN(C)C)Cc2cccs2)c(C)c1,6,-0.8,-3,1.1,4,5,-2,0
COc1ccc(Cl)cc1C=CC=Nc1ccccc1O,x,-0.2,1,x,-158,6,76*,2
Cc1cc(-c2ccccc2)nc(N/N=C/c2ccc(O)cc2O)n1,-18,0.1,11*,1.3,4,-26,12,3
CC(C)C(c1nnnn1C1CCCC1)N1CCCc2ccccc21 (configuration not stated),10,4.2,2,1.1,3,-5,1,-12
Cc1nc(S/C(C(=O)O)=C2/C(=O)Nc3ccccc32)n[nH]1,1,0.9,-1,1.6,14,-1,-3,15
CCOC(=O)C1=C(O)C(=O)N(CCCn2ccnc2)C1c1ccc(C)cc1 (configuration not stated),-3,-1.5,0,1.2,-6,0,-10,0
COc1ccc(Cl)cc1NC(=O)C(C)N1CCN(C/C=C/c2ccccc2)CC1 (configuration not stated),-22,39,-6,0.82,31,-4,19,3
COc1ccc(C(=O)NCC2(c3ccc(OC)c(OC)c3)CCCC2)c(OC)c1,-15,4.1,0,1.4,2,-5,6,1
O=C(COC(=O)COc1cccc(C(F)(F)F)c1)NC1CCS(=O)(=O)C1 (configuration not stated),7,-2.8,3,0.99,3,-10,-4,-1
Cc1ccc(NCC(=O)N/N=C/c2cccn2C)cc1,-21,1.5,1,1.3,-1,4,1,0
Cc1cc(-c2ccccc2)[nH]c(=O)c1C#N,7,0.1,-1,0.92,-385,-1,-2,1
CCOC(=O)C1CCCN(C(=O)c2cc3ccccc3oc2=O)C1 (configuration not stated),-2,1.9,0,1,24,3,-17,2
Cc1cc(NC(=O)CSc2nnc(NC(=O)C3CC(=O)N(c4ccccc4)C3)s2)no1 (configuration not stated),1,1.2,-5,1.3,6,4,-2,2
COC(=O)c1ccccc1NC(=S)NC(NC(=O)COc1ccccc1)C(Cl)(Cl)Cl (configuration not stated),2,23,6,0.95,-271,8,16,0
Cc1ccc(C2CC(=O)NC(SCC(=O)OCc3ccccc3)=C2C#N)o1 (configuration not stated),-1,-2.2,-1,1.2,-33,-2,-2,0
CON(C)c1nc(OCC#N)nc(N(C)C)n1,-8,0.2,-3,1,10,-3,12,1
CCOC(=O)c1c(C)[nH]c(C(=O)OCC(=O)Nc2cc(C)c(Cl)cc2OC)c1C,-13,-0.1,-2,1,-3,-4,2,1
Cc1nc(-c2ccc(F)cc2)c(CC(=O)Nc2cccc(S(=O)(=O)N3CCOCC3)c2)s1,-7,-1.8,2,1,1,-13,-3,-1
CN(Cc1ccccc1)Cc1nc2c(c(=O)n(C)c(=O)n2C)n1Cc1ccc(Cl)cc1,-5,3.9,1,1.1,5,0,3,-3
Cc1cc(C)c(S(=O)(=O)Nc2ccc(O)cc2)c(C)c1,-2,1.1,3,0.99,5,-10,4,1
COCCn1ccc2c(OCC(=O)NCc3ccc(C)cc3)cccc2c1=O,-11,-2.0,2,1,-86,-15,0,1
Cc1ccc2cc(C(c3nnnn3Cc3ccccc3)N3CCc4ccccc43)c(=O)[nH]c2c1 (configuration not stated),9,-1.0,-5,1.1,-67,-9,22,-60
Cc1ccc2oc(C(=O)N3CCN(Cc4ncccc4C)CC3)c(C)c2c1,10,0.3,8,1,11,5,12,-2
Cc1ccccc1CN1CCN(C(=O)c2ccco2)CC1,-13,-1.8,-1,0.94,14,0,-3,1
Cc1ccc(N2CCN(S(=O)(=O)c3ccc4c(c3)n(C)c(=O)c(=O)n4C)CC2C)cc1 (configuration not stated),-3,3.6,-1,1,-51,4,3,0
CCOc1ccccc1N1CC(C(=O)NNC(=O)c2cc(OC)c(OC)c(OC)c2)CC1=O (configuration not stated),-17,0.0,1,1.1,8,-6,16,-2
COc1ccccc1NS(=O)(=O)c1cccc(C(=O)N/N=C/c2cn(-c3ccccc3)nc2-c2ccccc2)c1,27,2.9,7,1.1,-88,-3,10,4
CC1Cc2ccccc2N1S(=O)(=O)c1cccc(C(=O)N2CCN(c3ncccn3)CC2)c1 (configuration not stated),-4,5.0,3,1,-24,-17,6,-2

# An excerpt from above in order of heavy-atom count, rising:
SMILES,SENP6 inh,MPTP inh,NR3A LBD binder,hIAP activ,SENP8 inh,ATG4B inhibitor,PfGluPho inh,SENP1 FRET inh
COc1ccc(Cl)cc1C=CC=Nc1ccccc1O,x,-0.2,1,x,-158,6,76*,2
Cc1ccccc1CN1CCN(C(=O)c2ccco2)CC1,-13,-1.8,-1,0.94,14,0,-3,1
CCOC(=O)C1CCCN(C(=O)c2cc3ccccc3oc2=O)C1 (configuration not stated),-2,1.9,0,1,24,3,-17,2
Cc1ccc(C2CC(=O)NC(SCC(=O)OCc3ccccc3)=C2C#N)o1 (configuration not stated),-1,-2.2,-1,1.2,-33,-2,-2,0

# Going on with the list:
SMILES,SENP6 inh,MPTP inh,NR3A LBD binder,hIAP activ,SENP8 inh,ATG4B inhibitor,PfGluPho inh,SENP1 FRET inh
CS(=O)(=O)c1ccc2nc(NC(=O)CCNC(=O)c3ccccc3Cl)sc2c1,13,-0.1,-1,1,-2,-5,10,2
COc1ccccc1NC(=O)CSc1nnc(CSc2nc(C)cc(C)n2)o1,-41,0.1,2,0.94,11,6,-9,1
CC(C)(C)OC(=O)NCCC(=O)N/N=C/c1ccc2ncccc2c1,-13,1.3,3,1,8,2,-12,1
COc1ccc(Br)cc1CNC(=O)CCC(=O)n1nc(C)c2ccccc21,4,-1.5,-3,0.79,0,35,7,0
COc1cccc(OCCNc2cc(Cl)ccc2[N+](=O)[O-])c1,1,0.0,0,1.1,24,0,63*,-2
CC1(C)C2CCC1(CS(=O)(=O)Nc1ccc(S(=O)(=O)N3CCCCC3)cc1)C(=O)C2 (configuration not stated),6,0.1,3,1,14,1,-32,0
O=C(Cn1nc(-c2ccccc2)oc1=O)OCC(=O)c1ccc(F)c(F)c1,-9,-1.1,1,0.94,28,-14,-6,2
O=C(Cn1nc(C(F)F)cc1C(F)F)NNC(=S)Nc1ccc(F)cc1,-7,0.0,2,1.6,11,-7,-21,1
CCC(=O)Nc1cccc(NC(=O)c2cc3ccccc3o2)c1,67*,-5.1,-1,1.1,22,-11,40,2
CCOc1cccc(/C=N/Nc2nc(N3CCCC3)nc(N3CCCC3)n2)c1O,7,0.2,-5,1.3,7,8,5,2
COCCNC(=O)Cn1c(=O)n(Cc2ccc(C(=O)NCCc3ccc(OC)c(OC)c3)cc2)c(=O)c2ccccc21,-14,0.1,-2,0.94,21,-5,10,-2
CC(C)=CCC/C(C)=C/CNC(=O)C[C@H]1C[C@H](C(=O)N2CCOCC2)[C@@]2(CCC3CCCC3)c3[nH]c4cc(-c5ccco5)ccc4c3CCN2C1=O,x,-2.5,5,x,-371,0,7,-61
COc1cc(NC(=O)CSc2nnc(Cn3nnc4ccccc43)n2C)cc(OC)c1,-25,1.4,-1,0.93,14,-10,-4,1
O=C(NNc1nc2cc3c(cc2s1)OCO3)c1ccccc1,-1,-3.3,-1,1.5,3,4,49,-10
CNC(=O)CNC(=O)Nc1ccc(Cl)c(Cl)c1,4,-1.4,1,1,4,-6,6,3
O=C1CCCN2N=C(SCC(=O)Nc3ccc([N+](=O)[O-])cc3)SC2=N1,19,-0.2,-4,0.86,6,-9,3,0
O=C(Nc1ccc2c(c1)[C@@H]1C[C@@H](CC(=O)N3CCCCC3)O[C@@H](CO)[C@@H]1O2)NC1CCCCC1,x,-0.1,x,x,16,x,-2,-2
O=C(CN1C(=O)c2cccc3cccc1c23)Nc1ccccc1C(=O)NCc1ccco1,20,-5.2,0,0.9,i,-20,8,-37
CC/C(=N\NS(C)(=O)=O)c1ccccc1,-16,x,-1,1.1,x,-10,-3,x
CC(NC(=O)CC1CCCCC1)c1ccccc1 (configuration not stated),3,-0.5,-5,1.1,7,5,-18,1
CCNC(=S)Nc1cc(-c2ccc(Cl)cc2)[nH]n1,1,8.8,4,1.2,11,1,24,-1
Cc1ccc(C(NC(=O)N2CCCC2)C(Cl)Cl)cc1F (configuration not stated),-3,0.6,-2,1.1,15,-5,2,2
NC(=O)COc1cc2oc(=O)c3c(c2cc1Cl)CCCC3,32,-1.4,-1,1.1,-272,-7,12,-20
COc1cccc(C2N(c3cccc(Cl)c3)C(=O)C3CCCN32)c1 (configuration not stated),-4,-3.7,-1,0.9,-2,-6,13,0
Cn1nc(C(=O)NCCc2ccc(S(N)(=O)=O)cc2)c2c1-c1ccccc1S(=O)(=O)C2,-7,-1.1,-2,1.1,1,-1,3,-1
CNc1snc(C)c1C(=O)OC(C)C(=O)Nc1ccccc1 (configuration not stated),8,-2.9,4,1,7,-5,10,-2
Cc1cc(OCC(=O)O/N=C(\N)c2ccccc2)ccc1Br,-11,0.2,-26,0.94,16,5,14,2
CCN1CC(O)=C(c2nc3ccccc3s2)C1=N,1,-1.6,-1,0.86,-164,0,1,-15
O=C(NCCc1ccc(Cl)cc1)C1CCCN1C(=O)NCc1ccccc1 (configuration not stated),20,0.1,-1,1.3,15,-3,7,1
COc1ccc(S(=O)(=O)Cc2ccc(C(=O)N3CCN(c4ccccc4)CC3)o2)cc1,-3,-2.7,1,0.91,11,1,-3,5
COc1ccccc1NC(=O)C(C)OC(=O)CSCC(=O)Nc1cc(C)on1 (configuration not stated),-6,-2.2,3,1,1,-10,2,0
CCCNC(=O)c1ccc2c(=O)c(O)c(-c3ccc(OC)cc3)[nH]c2c1,-10,1.3,-3,1.1,-486,-2,-36,3
CCn1c(SC(C)C(=O)OC)nnc1-c1c[nH]c2ccccc12 (configuration not stated),4,-0.1,-3,0.97,5,2,4,2
Oc1ccccc1CC=NC1CCCCC1,x,-1.4,-1,x,10,10,-4,-1
O=C(Oc1ccc([N+](=O)[O-])cc1)c1cc(-c2ccccc2)nc2ccccc12,-1,-1.6,-1,0.98,4,13,4,0
COCCN1CCN(C(=O)c2ccc3nc(Cc4ccccc4F)oc3c2)CC1,-17,-0.3,0,1.1,7,5,-9,-4
CCCN(CCC)Cc1cc(=O)oc2cc3c(cc12)CCC3,15,5.5,-1,0.95,-60,-3,8,-7
O=C(CN1C(=O)NC2(CCCC2)C1=O)Nc1cccc(Cl)c1Cl,-11,-0.5,0,0.97,3,-4,-3,0
S=C(c1ccc2c(c1)OCO2)N1CCCCC1,-42,-0.9,0,0.96,24,-5,-18,0
COC(=O)NNC(=O)C12CC3CC(CC(C3)C1)C2,-2,2.3,-2,0.96,8,-8,5,2
Cc1ccc(C)c(SCC(=O)Nc2ccc(C)c(S(=O)(=O)N3CCOCC3)c2)c1,-3,1.2,-3,0.87,5,-16,10,2
O=C(NCCc1nnc2ccc(N3CCCCCC3)nn12)c1ccccc1F,12,-1.3,0,0.93,-10,3,2,-1
O=C(COc1ccc(Cl)cc1Cl)Nc1ccc(CN2CCOCC2)cc1,14,-0.9,1,1.2,17,-2,14,-1
Cc1ccc(S(=O)(=O)/N=C(/Nc2nc(C)cs2)c2ccccc2)cc1,4,0.6,0,0.94,11,-10,4,0
CCOc1cc(C(c2c(C)[nH][nH]c2=O)c2c(C)[nH][nH]c2=O)ccc1OS(=O)(=O)c1ccc(C)cc1,-20,-1.9,-3,1.1,17,-6,4,-2
COc1cc(/C=C(/NC(=O)c2ccccc2Cl)C(=O)O)cc(OC)c1OC,-31,-1.4,5,1,6,-5,-3,0
C#CCOc1ccc(Br)cc1C(c1c(C)[nH][nH]c1=O)c1c(C)[nH][nH]c1=O,23,0.5,0,0.98,4,3,2,1
